Assay outcomes deposited in PubChem BioAssay by National Center for Advancing Translational Sciences (NCATS).
AmpC det inh = AmpC beta-lactamase inhibition, detergent assay. P00811. purified AmpC, nitrocefin hydrolysis with detergent. Potency, µM (series often up to 28.7 µM), for inactives: at the top dose activity change, negative = inhibition. 0.09% of 71,000 active. AID 584; active = well fitted curve in the direction sought with a large enough effect
Target sequence (P00811 whole entry, looked up): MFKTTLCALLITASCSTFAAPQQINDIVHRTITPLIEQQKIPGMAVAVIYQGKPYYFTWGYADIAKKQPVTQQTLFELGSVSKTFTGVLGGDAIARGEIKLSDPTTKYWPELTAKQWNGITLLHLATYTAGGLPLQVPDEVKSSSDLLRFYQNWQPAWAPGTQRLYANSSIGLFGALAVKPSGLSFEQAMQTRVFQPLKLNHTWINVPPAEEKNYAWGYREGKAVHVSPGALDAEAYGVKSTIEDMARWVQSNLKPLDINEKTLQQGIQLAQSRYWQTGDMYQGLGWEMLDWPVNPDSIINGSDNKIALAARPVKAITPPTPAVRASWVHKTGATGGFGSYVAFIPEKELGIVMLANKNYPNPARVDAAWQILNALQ
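E. coli AmpC (5.3 nM) in 20 mM phosphate pH 7.0 with 0.01% Triton X-100, preincubated 15 min RT with compound; nitrocefin (2 uL of 800 uM stock) hydrolysis followed by 480 nm absorbance every 20 s over 4 min.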
The depositor's hits bear a star; & = joins results of further samples; [ ] = another dose, or the depositor's remark. % is scaled to controls: 0 for no effect and ±100 for the full control effect; potency is read from the fitted curve at half-maximal effect.

SMILES | AmpC det inh
Cc1ccccc1Nc1nc(N)nc(COC(=O)C(NC(=O)c2ccco2)C(C)C)n1 (stereo not drawn) | -3%
CCCN(CCO)Cc1cccc(Oc2ccccc2)c1 | -4%
CCN(CC)CCCN=C(C)c1c(O)n(C2CCCCC2)c(=O)[nH]c1=O | -2%
O=C(CCC(=O)N(CC(=O)NC1CCCC1)Cc1ccc2c(c1)OCO2)Nc1ccccn1 | -2%
CCOC(=O)c1ccc(NS(=O)(=O)c2cnc[nH]2)cc1 | -6%
Cc1ccsc1C1C(C(=O)O)c2ccccc2C(=O)N1C (stereo not drawn) | -3%
C#CCSc1n[nH]c(-c2ccco2)n1 | 2%[5.75 µM]
CCC1=C(C)CN(C(=O)NCCc2ccc(S(=O)(=O)NC(=O)NC3CCC(C)CC3)cc2)C1=O (stereo not drawn) | 0%[12.8 µM]
CCc1c(C(=O)Nc2nnc(C3CC3)s2)csc1C | -3%
O=C1CCCC2=C1C(c1ccco1)Nc1ccc3ccccc3c12 (stereo not drawn) | -3%
COc1cccc(-c2nc(CS(=O)(=O)CC(=O)NCc3ccccc3)c(C)o2)c1 | 5%
CCOc1ccc(C2CC(=O)NC3=C2C(=O)CCC3)cc1 (stereo not drawn) | 3%
COc1ccc(-n2c(SCC(=O)Nc3nccs3)nc3sc4c(c3c2=O)CCN(C)C4)cc1 | -1%
Cc1onc(-c2c(F)cccc2Cl)c1C(=O)NCC1COc2ccccc2O1 (stereo not drawn) | -2%
COc1ccccc1-c1nnc(NC(=O)C(C)SC2=NCCS2)s1 (stereo not drawn) | 10%
COc1ccc(-c2nnc(COc3ccc4ccccc4c3)o2)cc1OC | -3%
Cc1cc(C)nc(N2CCCC(C(=O)NCCC3=CCCCC3)C2)n1 (stereo not drawn) | -1%
O=c1[nH]c2cc3c(cc2cc1CN(CCc1ccccc1)Cc1nnnn1C1CCCC1)OCCO3 | -4%
CC1CCc2nc(NC(=O)c3cc(C(C)(C)C)nn3C)sc2C1 (stereo not drawn) | -2%
CC1CC(C)CN(CCCNC(=O)Cc2c(C(=O)O)[nH]c3ccccc23)C1 (stereo not drawn) | -1%
CCc1c(O)nc(SCC(=O)Nc2ccccc2C)[nH]c1=O | -3%
CCCCNC(=O)NS(=O)(=O)c1ccc(NS(=O)(=O)c2ccccc2)cc1 | 6%
COc1cc(S(=O)(=O)N2CCOCC2)ccc1NC(=O)CSc1nnc(N)s1 | 2%
CC(C)(C)n1nnnc1C(c1cccc(C(F)(F)F)c1)N1CCOCC1 (stereo not drawn) | 14%
COc1ccc(C)cc1S(=O)(=O)N1CCC(C(=O)N2CCOCC2)CC1 | -6%
COc1ccc(NC(=O)CCCCn2c(=O)[nH]c3ccccc3c2=O)cc1 | -1%
N#Cc1cn(CC(=O)O)c2ccccc12 | 0%
Cc1ccc2nc(-c3cccc(-c4nc5ccc(C)cc5o4)n3)oc2c1 | -3%
Cc1ccc(CCNS(=O)(=O)c2cnc[nH]2)cc1 | -2%
O=C(O)COc1ccccc1Cc1ccccc1 | -3%
O=C(O)CCNS(=O)(=O)c1ccc(Oc2ccccc2)cc1 | -4%
Cc1nc(NCc2ccco2)nc2c1C(=O)CC(C)C2 (stereo not drawn) | -3%
CCCn1c(C)nc2c(c1=O)c1nc3ccccc3nc1n2-c1ccc2c(c1)OCCO2 | 1%
O=S(c1ccccc1)c1ccc2nnnn2n1 (stereo not drawn) | -1%
CNc1oc(C)nc1S(=O)(=O)c1ccc(C)cc1 | -4%
Cc1cc(NC(=O)c2ccccc2Oc2ccccc2)no1 | 8%
O=C1c2ccccc2C(Nc2ccc(S(=O)(=O)N3CCCCCC3)cc2)N1Cc1ccco1 (stereo not drawn) | 0%
COCCN1Cc2cccc(C(=O)NCc3ccc4c(c3)OCO4)c2C1=O | -2%
CN(c1cc(=O)n2ccccc2n1)C1CCCCC1 | 7%
COc1ccccc1CN1CCC2(CC1)CCN(S(=O)(=O)c1ccccc1)CC2 | -3%
CC1CC2(O)c3no[n+]([O-])c3CCC2N1O (stereo not drawn) | 0%
Cn1cccc1-c1nc2ccc(NC(=O)c3ccco3)cc2[nH]1 | -2%
COCCNC(=O)[C@H]1C[C@@H]1[C@H](NP(=O)(c1ccccc1)c1ccccc1)c1ccccc1 | -1%
Cc1ccc2c(CC(=O)Nc3sccc3C(N)=O)coc2c1 | -2%
CCCNC(=O)c1ccc(CNc2c(N3CCC(C(=O)OCC)CC3)c(=O)c2=O)cc1 | 13%
O=C(Nc1ccc(Cl)cc1F)C1CCN(S(=O)(=O)c2cccnc2)CC1 | -4%
N#CC1=C(SCC(=O)Nc2cccc3cccnc23)NC(=O)C(C#N)C12CCCCC2 (stereo not drawn) | -4%
Cc1cnc(CNc2cc(-c3cccc(C#N)c3)ncn2)cn1 | 0%
CCN(C1CCS(=O)(=O)C1)S(=O)(=O)c1cccs1 (stereo not drawn) | -4%
COC(=O)C1=C(N)Oc2cc(C)[nH]c(=O)c2C1c1cc(OC)c(OC)c(OC)c1 (stereo not drawn) | -4%
Additional structures.
SMILES | AmpC det inh
Cc1ccc(C(C(=O)NC2CCCCC2)N(Cc2cccnc2)C(=O)C2COc3ccccc3O2)o1 (stereo not drawn) | -3%
COCCN1CCn2c(nc3cc(NC(=O)NC4CCCCC4)ccc32)C1 | 15%
N[C@@H](CSC1c2ccccc2-c2ccccc21)C(=O)O | -7%[5.75 µM]
CCOC(=O)CN1CC23C=CC(O2)C(C(=O)Nc2ccc(OCC)cc2)C3C1=O (stereo not drawn) | 13%
Cc1ccc(-c2ccc(CCC(=O)O)n2NC(=O)c2cccs2)cc1 | -6%
CN1CCCN(CC(O)COCc2cccs2)CC1 (stereo not drawn) | 1%
CCCCCCNC(=O)CCNC(=O)c1cc(OC)c(OC)c(OC)c1 | -8%
Cn1nnnc1SCC(=O)c1cccs1 | -2%
COc1nc(NCCc2ccc(OC)c(OC)c2)nc(OC)n1 | -4%
N#C/C(=C(/O)CN1CCOCC1)c1nc(-c2ccccc2)cs1 | 13%
Cc1cccn2c(=O)c3cc(C(=O)NC4CCCC4)c(=N)n(C4CCCC4)c3nc12 | -7%
COc1cc(-c2nnc(SCC(=O)c3cc(C)n(CC4CCCO4)c3C)o2)cc(OC)c1OC (stereo not drawn) | -3%
O=C(CN1C(=O)c2ccccc2S1(=O)=O)N1CCN(c2ccc(F)cc2)CC1 | 12%
CCOC(=O)COc1ccc2nsnc2c1 | 0%
CCCCCCCCCCCC1=C(O)C(=O)C=C(O)C1=O | -14%&-7%
C=C(C)C(C)(C#CCN1CCCC1)OC(C)=O (stereo not drawn) | -4%
O=C(COc1ccc(Cl)cc1)NCc1nnc(SCC(=O)NCCc2ccccc2)o1 | -4%
Cc1c(Br)cc(C(=O)N2CCN(CCO)CC2)c(C)c1C | -7%
CCOc1ccc(NC(=O)Nc2cc(C)ccc2OC)cc1 | -4%
CC(C)(C)SCCNC(=O)COc1ccccc1 | 0%
COc1ccccc1CNC(=O)c1cc2c(=O)n(C)c3ccccc3c2n1C | 11%
N#CCSc1nc2ccccc2c(=O)n1CCC(=O)NC1CCCCC1 | -3%
O=C(NCCc1cn2ccccc2n1)C1CCCCC1 | 12%
CCc1ccc2oc(=O)cc(CN(C)Cc3ccccc3)c2c1 | -3%
COc1cc(OC)c(C(=O)COc2ncnc3ccccc23)c(OC)c1 | -1%
Cc1cc(C)nc(SCCn2c(N3CCCCC3)nc3c2c(=O)n(C)c(=O)n3C)n1 | 10%
CCOC(=O)N1CCC(NC(=O)c2ccc(CS(=O)(=O)c3c(Cl)cccc3Cl)o2)CC1 | 11%
CCN(CC)C(=O)CSc1nc(O)cc(=O)n1C | -5%
Cc1noc(C)c1C(=O)NCc1cccs1 | 0%
Cn1c(=O)oc2cc(S(=O)(=O)N3CCC4(CC3)OCCO4)ccc21 | -1%
COc1ccc(-c2csc(Cc3nnc4n3CCCCC4)n2)cc1 | 11%
CC(C)c1ccc(NC(=O)C2CCN(S(C)(=O)=O)CC2)cc1 | -1%
N#CC1(Nc2ccc(-c3ccc(NC4(C#N)CCCC4)cc3)cc2)CCCC1 | 17%[5.75 µM]
CNc1ncnc2c1ncn2[C@@H]1O[C@@H](CO)[C@H](O)[C@@H]1O | -1%
Cc1cc(OCCCCCNCCO)cc(C)c1Cl | -3%
COc1ccc(C(=O)N2CCN(C(C)=O)CC2)cc1S(=O)(=O)NCc1ccc(Cl)cc1 | -5%
CCOC(=O)N1CCC(NC(=O)C2CCN(S(=O)(=O)N3CCCC3)CC2)CC1 | 0%
CCOc1ccc(NC(=O)CSc2nnc(Cc3cccn3C)n2-c2ccc(F)cc2)cc1 | 13%
O=c1[nH]c(SCCOc2ccccc2)nc2ccccc12 | -5%
Cn1c(=O)c2c(nc(CN3CCOCC3)n2Cc2ccccc2)n(C)c1=O | -1%
CCC(C)(C(=O)NC1CCCC1)N(C(=O)c1ccccn1)c1ccccc1 (stereo not drawn) | 2%
COc1ccc(-c2cc(N3CCCC3)n3ncnc3n2)cc1 | -5%
CCn1c(=Nc2ccc(N3CCOCC3)cc2)ccc2ccccc21 | -3%
CS(=O)(=O)N1CCN(c2ccccc2NC(=O)c2cccs2)CC1 | -4%
CCOc1ccc(OCC)c(Nc2cc(C)nc3ncnn23)c1 | 3%
O=C(CSC1=NCCS1)Nc1nc(-c2ccccc2)cs1 | -1%
CCOc1cc2[nH]c(=S)n(CC3CCCN3CC)c(=O)c2cc1OCC (stereo not drawn) | -5%
CC(C)(C)NC(=O)Cn1c(SCC(=O)NC2CCCCC2)nc2ccccc21 | -4%
COc1cc(NC(=O)C2CCN(S(=O)(=O)c3ccc(Cl)cc3)CC2)ccc1-n1cnnn1 | -5%
CCn1c(CNc2ccccc2Cl)nnc1SCC(=O)NCc1ccccc1 | -3%

As a short view, 17 of the compounds above.
SMILES | AmpC det inh
CNc1ncnc2c1ncn2[C@@H]1O[C@@H](CO)[C@H](O)[C@@H]1O | -1%
Cc1cc(OCCCCCNCCO)cc(C)c1Cl | -3%
COc1ccc(C(=O)N2CCN(C(C)=O)CC2)cc1S(=O)(=O)NCc1ccc(Cl)cc1 | -5%
CCOC(=O)N1CCC(NC(=O)C2CCN(S(=O)(=O)N3CCCC3)CC2)CC1 | 0%
CCOc1ccc(NC(=O)CSc2nnc(Cc3cccn3C)n2-c2ccc(F)cc2)cc1 | 13%
O=c1[nH]c(SCCOc2ccccc2)nc2ccccc12 | -5%
Cn1c(=O)c2c(nc(CN3CCOCC3)n2Cc2ccccc2)n(C)c1=O | -1%
CCC(C)(C(=O)NC1CCCC1)N(C(=O)c1ccccn1)c1ccccc1 (stereo not drawn) | 2%
COc1ccc(-c2cc(N3CCCC3)n3ncnc3n2)cc1 | -5%
CCn1c(=Nc2ccc(N3CCOCC3)cc2)ccc2ccccc21 | -3%
CS(=O)(=O)N1CCN(c2ccccc2NC(=O)c2cccs2)CC1 | -4%
CCOc1ccc(OCC)c(Nc2cc(C)nc3ncnn23)c1 | 3%
O=C(CSC1=NCCS1)Nc1nc(-c2ccccc2)cs1 | -1%
CCOc1cc2[nH]c(=S)n(CC3CCCN3CC)c(=O)c2cc1OCC (stereo not drawn) | -5%
CC(C)(C)NC(=O)Cn1c(SCC(=O)NC2CCCCC2)nc2ccccc21 | -4%
COc1cc(NC(=O)C2CCN(S(=O)(=O)c3ccc(Cl)cc3)CC2)ccc1-n1cnnn1 | -5%
CCn1c(CNc2ccccc2Cl)nnc1SCC(=O)NCc1ccccc1 | -3%

(more compounds)
SMILES | AmpC det inh
COC(=O)CCCC(=O)O | -2%[5.75 µM]
COC(=O)c1cc(S(=O)(=O)N2CCOCC2)ccc1Sc1ccccc1N | -4%
C[C@H](N=C(NC#N)Nc1ccncc1)C(C)(C)C | -4%
COc1ccc(C(=O)n2nc(-c3ccc(Cl)cc3)nc2N)cc1OC | 13%
COc1ccccc1NC(=O)CSc1ncn[nH]1 | 7%
CCCn1nc(C(=O)N2CC(=O)Nc3ccccc32)c2ccccc2c1=O | -5%
Cc1cccc(C2CC(c3ccc(Br)cc3)Nc3nc(N)nn32)c1 (stereo not drawn) | 10%
NC(=O)Nc1n[nH]c(-c2ccccc2)n1 | -1%[5.75 µM]
COc1ccc(S(=O)(=O)Nc2nc(C(F)(F)F)cs2)cc1 | -3%
COc1n[nH]c2nncnc12 | -5%
Cc1ccc(Nc2c3c(nc4ncnn24)CCC3)cc1 | -2%
CC(C)C(NS(=O)(=O)c1ccc2c(c1)oc(=O)n2C)C(=O)N1CCN(Cc2ccccc2)CC1 (stereo not drawn) | 10%
CN1CCN(C(=O)c2cc(-c3ccccc3)on2)CC1 | -2%
COC(=O)CSc1nc2cc(C)cc(C)c2cc1C#N | -4%
CCCC(=O)c1c(C)c2ccccc2n1C | -5%
O/N=C1\CC2(Cc3nonc31)OCCO2 | 0%
COC(=O)c1[nH]c2ccc(Br)cc2c1NC(=O)CN1CCN(C2CCCCC2)CC1 | -10%
Oc1ccc(-c2n[nH]c(=S)n2Cc2ccccc2)cc1 | 5%
COc1ccccc1N1CCN(C(CNS(=O)(=O)c2ccc(C)cc2)c2cccnc2)CC1 (stereo not drawn) | -2%
Clc1ccc(SCCCCn2ccnc2)cc1 | 12%
COc1cccc(C(=O)NCCn2ccc3ccccc32)c1 | 10%
C[C@H]1[C@H](C)CC[C@@]2(C(=O)O)CC[C@]3(C)C(=CC[C@@H]4[C@@]5(C)CC[C@H](O)C(C)(C)[C@@H]5CC[C@@]43C)[C@@H]12 | -1%
CC(C)[C@@H]1NC(=O)[C@H](CCCCN)NC(=O)[C@H](Cc2c[nH]c3ccccc23)NC(=O)[C@H](Cc2ccc(O)cc2)NC(=O)[C@H](C)N(C)C(=O)[C@H](Cc2ccccc2)NC1=O | -4%
Cc1nc(N[C@@H](Cc2c[nH]c3ccccc23)C(=O)O)c2oc3ccccc3c2n1 | -4%
CCOC(=O)N1CCN(C(=O)c2c(O)c3cccc4c3n(c2=O)CC4)CC1 | -2%
Cn1c(=O)c2c(nc(CN3CCc4ccccc4C3)n2Cc2ccccc2)n(C)c1=O | -3%
CC(=O)N1CCC2(CCCN(C(=O)Nc3cccc(F)c3)C2)CC1 | 0%

The list is partial; the hit share may differ from the screen's.
